# Bioassay records: PubChem BioAssay, National Center for Advancing Translational Sciences (NCATS)
# TexasRed fluor: alters Texas Red total fluorescence, flagging assay interference; 280,000 tested, 0.29% active; Potency, µM (series often up to 106 µM), without a hit: at the top dose fluorescence change, negative = quenching; AID 1479; TRb/SRC2 Texas Red total fluorescence interference; active = well fitted curve in either direction with a large enough effect; inconclusive = small, poorly fitted or top-dose-only effect
#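 Human TRβ ligand-binding domain (0.6 uM) and Texas Red SRC2 peptide (20 nM) in Tris buffer with 1 uM T3 and 5% DMSO were incubated with pinned compound for 5 hr at ambient temperature. Total fluorescence was computed as S + 2P (555/632 nm).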
# L3MBTL1 block: inhibitors of human L3MBTL1; Q9Y468; AlphaScreen L3MBTL1–H3K9me1 peptide binding; Potency, µM (series often up to 57.1 µM), for the others: at the highest dose activity, negative = inhibition, usual class: inhibitors; 230,000 tested, 0.66% active; also: nearly all actives have a fitted effect of over 60% in size
# Target sequence (Q9Y468 whole entry, looked up): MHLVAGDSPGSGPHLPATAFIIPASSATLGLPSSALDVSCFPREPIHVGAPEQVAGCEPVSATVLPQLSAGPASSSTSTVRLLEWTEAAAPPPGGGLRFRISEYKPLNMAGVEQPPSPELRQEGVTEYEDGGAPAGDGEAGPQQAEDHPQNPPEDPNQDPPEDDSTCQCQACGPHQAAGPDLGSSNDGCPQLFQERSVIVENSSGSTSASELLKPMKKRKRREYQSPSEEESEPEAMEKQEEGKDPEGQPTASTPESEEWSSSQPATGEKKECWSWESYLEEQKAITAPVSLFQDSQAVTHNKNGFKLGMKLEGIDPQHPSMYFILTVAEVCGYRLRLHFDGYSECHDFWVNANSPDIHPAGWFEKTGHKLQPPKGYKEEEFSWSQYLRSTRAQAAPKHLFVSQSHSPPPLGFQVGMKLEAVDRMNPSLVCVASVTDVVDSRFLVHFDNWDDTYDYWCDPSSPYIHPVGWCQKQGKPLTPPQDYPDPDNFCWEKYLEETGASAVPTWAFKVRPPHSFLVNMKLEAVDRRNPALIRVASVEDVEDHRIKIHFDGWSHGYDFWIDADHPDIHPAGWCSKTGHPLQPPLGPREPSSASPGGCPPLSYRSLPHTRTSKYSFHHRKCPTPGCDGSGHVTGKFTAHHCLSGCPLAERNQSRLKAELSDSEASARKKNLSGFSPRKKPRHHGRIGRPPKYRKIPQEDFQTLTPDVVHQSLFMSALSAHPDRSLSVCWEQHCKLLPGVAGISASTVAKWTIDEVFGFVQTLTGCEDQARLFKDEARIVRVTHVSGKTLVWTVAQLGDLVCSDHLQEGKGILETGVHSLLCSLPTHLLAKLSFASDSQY
#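 First, the protein-peptide complex forms for 30 min at room temperature (L3MBTL1 50 nM, biotinylated H3K9me1 peptide 75 nM). Next, compounds are pin-transferred and incubated 30 min. Finally, AlphaScreen beads are added and read after 30 min.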
# GoLoco inh red: RGS12 GoLoco-Gai1 interaction inhibition | P63096 | Gai1:RGS12 GoLoco peptide FP, rhodamine, 10 min | Potency, µM (titrated, usually from 61.6 µM), without a hit: at the highest dose activity, negative = inhibition, usual class: inhibitors | 230,000 tested, 0.44% active | AID 880; active = well fitted inhibition curve with a large enough effect, not every such curve was filed as active; inactive = no such curve, though single readings can be large or run the other way; also: nearly all actives have a fitted effect of over 30% in size; many of its hits are not listed in these tables
# Tau FP inhib: tau fibrillization inhibition (FP) | P10636 | K18 P301L tau heparin fibrillization, Alexa594 FP, 6 h | AID 1468 | Potency, µM (highest dose often 57.7 µM), without a hit: at the top dose activity, negative = inhibition, most hits filed as inhibitors | 280,000 tested, 0.39% active; also: nearly all actives have a fitted effect of over 55% in size
# Target sequence (P10636 561-689 P618L limits assumed): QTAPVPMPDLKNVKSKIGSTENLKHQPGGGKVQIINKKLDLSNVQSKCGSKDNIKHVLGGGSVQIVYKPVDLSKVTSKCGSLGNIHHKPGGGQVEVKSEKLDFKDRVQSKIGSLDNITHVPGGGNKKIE
#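 Read-out: fluorescence polarization of Alexa 594-labeled tau (0.24 uM), 555 nm excitation, 632 nm emission. Mixtures held 15 uM unlabeled K18 P301L, compound and 20 uM heparin, pH 7 acetate buffer, incubated 6 hr at 37 C.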
# Tau fibril ThT: inhibitors of human tau fibril formation, thioflavin T binding | P10636 | recombinant tau K18 P301L (four-repeat tau fragment), heparin-induced fibrillization, ThT fluorescence | Potency, µM (doses to about 57.4 µM), without a hit: at the highest dose activity, negative = inhibition, most hits filed as inhibitors | 270,000 tested, 2.1% active | AID 1460; also: nearly all actives have a fitted effect of over 55% in size
#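 K18 P301L tau (15 uM + 0.24 uM Alexa 594-tagged), heparin 20 uM, NaOAc pH 7, 6 h 37 C; ThT 30 uM, 1 h RT, ex 450/em 510 nm.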
# RECQ1 inh: inhibitors of human RECQ1 DNA helicase. P46063. RECQ1 DNA unwinding, red fluorescence kinetic read. Potency, µM (doses to about 57.3 µM), for the others: top-dose activity, negative = inhibition, usual class: inhibitors. 240,000 tested, 0.54% active. AID 2549;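 also: plate controls were vehicle for no effect and no enzyme for full effect; nearly all actives have a fitted effect of over 30% in size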
#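 RECQ1T1 50 nM; forked duplex (20 bp + 30-nt ss tails) 200 nM, ATP 2 mM final; pH 8.0, 2 mM MgCl2, 2.5 ug/ml poly(dI-dC); 15 min compound preincubation; discontinuous kinetic read over 2 h at RT.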
# KDM4E inh: JMJD2E (human) inhibition; JMJD2E catalytic domain, FDH-coupled NADH fluorescence (FDH is formaldehyde dehydrogenase); Potency, µM (series often up to 57.1 µM), for inactives: at the top dose activity change, negative = inhibition, actives largely listed as inhibitors; 230,000 tested, 1.6% active; AID 2147; active = well fitted inhibition curve with a large enough effect, not every such curve was filed as active; inconclusive = small, poorly fitted or top-dose-only effect, or another doubt; inactive = no such curve, though single readings can be large or run the other way;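 also: 0% = wells with enzyme and -100% = buffer wells without enzyme; nearly all actives have a fitted effect of over 50% in size; many of its hits are not listed in these tables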
# TRb SRC2 PPI: TRbeta-SRC2 interaction inhibition. P10828. TRbeta-SRC2 peptide binding, fluorescence polarization; receptor liganded with 1 µM T3. Potency, µM (series often up to 106 µM), for the others: at the highest dose activity change, negative = inhibition, usual class: inhibitors. 280,000 tested, 0.065% active. AID 1469;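 also: plate controls were bound peptide for no effect and peptide without receptor for full effect; nearly all actives have a fitted effect of over 50% in size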
#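 Binding of a 20-amino-acid Texas Red SRC2 peptide (20 nM) to TRb ligand-binding domain (0.6 uM) with agonist T3 at 1 uM was followed by fluorescence polarization after a 5 hr room-temperature incubation.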
# * marks the source's active call; other numbers are inactive results; i = inactive; ? = inconclusive; · = no result given; & = joins results of further samples; [ ] = remark or other dose. Unless noted, calls follow the shape of the dose curve; as a rule, active = well fitted curve in the direction sought with a large enough effect; inconclusive = small, poorly fitted or top-dose-only effect, or another doubt; inactive = no such curve, though single readings can be large; an effect the other way counts as inactive or inconclusive. Unless noted, % is scaled to controls: 0 for no effect and ±100 for the full control effect; potency is read from the fitted curve at half-maximal effect.
smiles,TexasRed fluor,L3MBTL1 block,GoLoco inh red,Tau FP inhib,Tau fibril ThT,RECQ1 inh,KDM4E inh,TRb SRC2 PPI
O=C(NCc1ccccn1)c1ccc(Cl)c(S(=O)(=O)Nc2ccccc2C(=O)NCc2ccccn2)c1,-3%,-6%,·,1%,-4%,-1%,-4%,-2%
Cc1ccc(OCc2nc(-c3cccnc3)no2)cc1C,0%,18%,7%,-3%,?,1%,6%,-1%
CC(=O)CCc1ccc(OCC(O)CNC2CCCc3ccccc32)cc1 (stereo not given),-12%,10%,8%,5%,-5%,-6%,?,-2%
O=C(Cn1ncc2c3ccccc3n(Cc3cccc(Cl)c3)c2c1=O)Nc1ccc(F)cc1F,-2%,·,·,4%,-6%,·,·,10%
CCCCn1c(=O)c2oc3ccccc3c2n(CC(=O)Nc2cccc(Cl)c2C)c1=O,1%,·,·,-7%,6%,·,·,5%
CC1=C(C(=O)OCc2ccc3c(c2)OCO3)C(c2ccc(F)cc2)NC(=O)N1 (stereo not given),-1%,-4%,4%,0%,1%,-20%,1%,1%
Cc1ccc(NC(=O)c2ccc(Cl)c(N3C(=O)C=CC3=O)c2)cc1,4%,-1%,-22%,-13%,3%,-10%,-3%,10%
CCC(c1nnc(SCC(=O)Nc2nnc(-c3ccccc3)o2)n1Cc1ccccc1)N(C)C (stereo not given),2%,-3%,13%,9%,2%,-1%,-3%,-7%
O=C(O)c1ccc(Nc2cc(Cl)c3nonc3c2[N+](=O)[O-])cc1,-2%,3%,14µM*,-2%,7.1µM*,10%,-8%,5%
CCN(CC)c1ccc(/C=N/NC(=O)Cc2ccc(OC)c(OC)c2)cc1,-2%,-16%,0%,5%,-13%,5%,?,7%
Cc1ccc(-c2nnc(Nc3ccc4c(c3)OCO4)c3ccccc23)cc1S(N)(=O)=O,1%,-2%,7%,?,?,-6%,0%,6%
CC(=O)c1cccc(NC(=O)c2c(F)c(F)c(F)c(F)c2F)c1,1%,-7%,-12%,9%,4%,-2%,9%,-11%
C/C=C\C=C/C(=O)Nc1cccc(C2=NOC3(C2)C[C@H](C(N)=O)N(C(=O)Cc2ccc([N+](=O)[O-])cc2)C3)c1 (stereo not given in full),-2%,·,-26%,5%,?,-14%,1%,-5%
COC(=O)CC(N)c1ccc(Br)cc1 (stereo not given),-2%,7%,-10%,-1%,-5%,-3%,5%,0%
CCS(=O)(=O)N1CCN(c2ccccc2F)CC1,2%,-9%[11.4 µM],7%,2%,-5%,i,-5%,-3%

# One compound at a time, as listed above:
# Cc1ccc(-c2nnc(Nc3ccc4c(c3)OCO4)c3ccccc23)cc1S(N)(=O)=O is listed with TexasRed fluor: 1%; L3MBTL1 block: -2%; GoLoco inh red: 7%; Tau FP inhib: ?; Tau fibril ThT: ?; RECQ1 inh: -6%; KDM4E inh: 0%; TRb SRC2 PPI: 6%
# Cc1ccc(OCc2nc(-c3cccnc3)no2)cc1C is listed with TexasRed fluor: 0%; L3MBTL1 block: 18%; GoLoco inh red: 7%; Tau FP inhib: -3%; Tau fibril ThT: ?; RECQ1 inh: 1%; KDM4E inh: 6%; TRb SRC2 PPI: -1%

# Further entries.
smiles,TexasRed fluor,L3MBTL1 block,GoLoco inh red,Tau FP inhib,Tau fibril ThT,RECQ1 inh,KDM4E inh,TRb SRC2 PPI
O=C(N1CCOCC1)N1CCCN(C(=O)N2CCOCC2)CC1,0%,·,7%,1%,-1%,-2%,1%,-4%
O=C(CNC(=O)/C(=C/c1ccccc1)NC(=O)c1ccc(Br)cc1)OCc1ccccc1,-4%,-5%,6%,-2%,-5%,-20%,?,4%
S=C(NCCN1CCOCC1)Nc1cccc2ccccc12,-1%[53 µM],-1%,6%,12%,4%,2%,?,-3%[53 µM]
O=C(O)CCCC(=O)N1CC(=O)Nc2ccccc21,0%,5%,6%,7%,-9%,-3%,1%,3%
COc1ccc(-n2c(CNc3ccc(C)cc3)nnc2SCC(=O)Nc2nc(-c3ccccc3)cs2)cc1,0%,-2%,6%,7%,2%,i,-4%,6%
Cc1cccc(-c2cc3nc(C)c(C)c(NCCCn4ccnc4)n3n2)c1,-3%,·,9%,12%,?,-3%,-1%,6%
O=C(CNS(=O)(=O)c1c(Cl)cccc1Cl)OCC(=O)N1CCN(c2ccccc2)CC1,-3%,-11%,-1%,-5%,8%,-1%,-2%,2%
COCCNC(=S)NC(=O)c1ccc(C(C)(C)C)cc1,2%,-18%,4%,-5%,?,i,-17%,-16%
O=C(NCc1ccc2c(c1)OCO2)c1cc(-c2ccncc2)nc2ccccc12,-1%,·,3%,-5%,·,-1%,3%,-1%
C/C=C(/C)C(=O)Nc1cccc(C2=NOC3(C2)C[C@H](C(N)=O)N(C(=O)COc2ccc(Cl)cc2)C3)c1 (stereo not given in full),0%,·,25%,2%,-2%,-12%,-9%,9%
O=C(COC(=O)c1cc(-c2ccccc2)nc2ccccc12)NCC1CCCO1 (stereo not given),-5%,-1%,4%,-8%,-8%,-9%,?,-2%
ClC(Cl)(c1nnnn1-c1ccccc1)c1nnnn1-c1ccccc1,-3%,9%,-9%,32µM*,11µM*,3%,-5%,-1%
Cc1ccc(CNC(=O)C2CCCN(c3nc4ccsc4c(=O)s3)C2)cc1 (stereo not given),-1%,3%,3%,-3%,9%,-5%,-10%,-5%
COC(=O)c1cc(NC(=O)CCc2c(C)nc3ncnn3c2C)cc(C(=O)OC)c1,-2%,0%,3%,-8%,-12%,0%,4%,0%
Cc1nc(N)sc1C(=O)N/N=C/c1c[nH]c2ccccc12,?,·,21%,?,?,7%,?,18%
CCc1ccccc1-n1c2c(cc(-c3nc(-c4ccc(Cl)cc4)cs3)c1=O)C(=O)CC(C)(C)C2,-9%,·,·,-19%,5%,·,·,-1%
CCOC(=O)c1[nH]c(C)c(CCC(=O)NCc2cccc(C)c2)c1C,-2%,·,·,3%,4%,·,·,-5%
CCOC(=O)c1ccccc1NC(=O)c1cc(S(=O)(=O)N2CCOCC2)ccc1F,0%,16%,-5%,16%,-20%,-4%,-14%,8%
CCOC(=O)CCCCC(=O)c1[nH]c(=O)[nH]c1CSc1nnc2c3cc(Br)ccc3n(C)c2n1,-4%,?,1%,-1%,-1%,5%,-6%,-1%
CC(NC(=O)CCc1nnc(-c2ccc(-c3ccccc3)cc2)o1)c1nccs1 (stereo not given),-4%,2%,10%,10%,-9%,i,-26%,-1%
CN1CCN(C2=NCCO2)CC1,-1%,8%,-6%,-2%,-2%,-4%,12%,-2%
Cc1cccc(OCC(=O)Nc2ccc3c(c2)nc(CN2CCCCC2)n3C)c1,-3%&-5%,·,12%,6%&-8%,-11%,i,-20%,-2%&-10%
Cc1cc2cc(CN3C(=O)c4ccccc4C3=O)ccc2[nH]1,3%,-15%,7%,3%,-9%,9%,1%,-1%
O=C(Nc1ccccc1Cl)C1CCCN(S(=O)(=O)c2ccc(F)cc2)C1 (stereo not given),-1%,·,-1%,0%,-3%,-10%,7%,6%
CCOC(=O)C1=C(CS(=O)(=O)c2ccc(C)cc2)NC(=O)NC1c1ccc(O)c(OC)c1 (stereo not given),0%,·,-1%,2%,·,i,12%,5%
CC(=O)c1c(C)n(-c2ccccc2)c2ccc(OCC(O)CN3CCOCC3)cc12 (stereo not given),-3%,5%,8%,2%,2%,-13%,-8%,3%
N#C/C(=C\c1c(F)cccc1Cl)S(=O)(=O)c1ccccn1,-4%,-3%,-2%,-5%,-6%,i,-8%,3%
Cc1cc(C)nc(NN=C(c2ccccc2)c2ccccc2)n1,-1%,-1%,15%,1%,0%,-4%,7%,5%
O=C(N/N=C/c1cccs1)[C@H]1C[C@@H]1c1ccccc1,-5%,4%,4%,-4%,-1%,1%,4%,-1%
O=C(Nc1ccc2c(c1)OCCO2)C1CCCN(S(=O)(=O)c2cccc3nsnc23)C1 (stereo not given),-4%,·,8%,7%,-11%,-6%,3%,7%
CCCCN1C(=O)c2ccc(C(=O)Nc3ccc(C)c(S(=O)(=O)N(C)C)c3)cc2C1=O,4%,-13%,-2%,-6%,?,0%,-9%,-5%
CC(C)(C)c1ccc(C(=O)NC(=S)Nc2ccc(N3CCOCC3)cc2)cc1,2%,7%,10%,2%,?,-4%,0%,-13%
c1ccc(-c2cc(-c3nc4ccccc4[nH]3)c3ccccc3n2)cc1,-3%,-2%,-1%,-6%,4%,4%,-1%,7%
Cc1ccc(C2C(C#N)=C(N)Oc3cc(C)oc(=O)c32)o1 (stereo not given),1%,2%,1%,-2%,?,-4%,-13%,-3%
O=S(=O)(NCCCN1CCOCC1)c1ccc2ccccc2c1,-1%,3%,20%,-4%[2.34 µM],-9%,-2%,2%,-2%
Cc1ccc(NS(=O)(=O)c2ccc(-n3cccn3)cc2)cc1Cl,-1%,·,·,?,17%,·,·,-11%
C=C(C)C(=O)OCC(C)C,-1%,0%,-5%,·,·,-5%,·,11%
COc1ccccc1NC(=O)Nc1ccncc1,-2%,·,11%,0%,-1%,-2%,-1%,9%
O=C(c1cc(-c2ccc(Cl)cc2Cl)on1)N1CCOCC1,-2%,·,6%,5%,-7%,-2%,2%,-5%
C=C(C)C(=O)Nc1nnc(-c2ccccc2C)s1,2%[53 µM],-18%,9%,-6%,3%,-13%,-4%,-9%[53 µM]
COc1cc(OC)c2c(-c3ccccc3)cc(=O)oc2c1C(CCN1CCCC(C)C1)c1ccc2c(c1)OCO2 (stereo not given),-2%&0%,·,5%,7%,-5%,i,8%,-6%&-4%
CC(C)CC(NC(=O)C(CC(C)C)NC(=O)OC(C)(C)C)C(=O)O (stereo not given),-5%,-12%,-6%,-6%,-5%,5%,-1%,-3%
N#CCSc1nc2ccccc2c2nc3ccccc3n12,-1%,9%,-5%,1%,?,i,?,-1%
CC(=O)c1ccc(OCC(C)Oc2ccc(C#N)cc2)cc1 (stereo not given),-2%,-5%,6%,-7%,-22%,10%,-6%,1%
Cc1ccc(NC(=O)Nc2nnc(-c3ccncc3)s2)cc1,3%,-8%,9%,-4%,-5%,-9%,2%,10%

# Not all compounds are listed, so the mix of outcomes need not match the whole.
